Compound activity (PubChem BioAssay)
UHRF1 binding: human UHRF1 methylated DNA binding inhibitors | AID 687016 | Q96T88 | actives 0.75% (n = 370,000) | UHRF1 binding to methylated oligo, TR-FRET | inhibition, % at 4.4 µM; in the data active means inhibition above about 21%;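 further: UHRF1 SRA domain binding a hemimethylated CpG hairpin DNA probe; 0% = median of test compound wells and 100% = reference inhibitor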
Target sequence (Q96T88 whole entry, looked up, the tested form may be a part): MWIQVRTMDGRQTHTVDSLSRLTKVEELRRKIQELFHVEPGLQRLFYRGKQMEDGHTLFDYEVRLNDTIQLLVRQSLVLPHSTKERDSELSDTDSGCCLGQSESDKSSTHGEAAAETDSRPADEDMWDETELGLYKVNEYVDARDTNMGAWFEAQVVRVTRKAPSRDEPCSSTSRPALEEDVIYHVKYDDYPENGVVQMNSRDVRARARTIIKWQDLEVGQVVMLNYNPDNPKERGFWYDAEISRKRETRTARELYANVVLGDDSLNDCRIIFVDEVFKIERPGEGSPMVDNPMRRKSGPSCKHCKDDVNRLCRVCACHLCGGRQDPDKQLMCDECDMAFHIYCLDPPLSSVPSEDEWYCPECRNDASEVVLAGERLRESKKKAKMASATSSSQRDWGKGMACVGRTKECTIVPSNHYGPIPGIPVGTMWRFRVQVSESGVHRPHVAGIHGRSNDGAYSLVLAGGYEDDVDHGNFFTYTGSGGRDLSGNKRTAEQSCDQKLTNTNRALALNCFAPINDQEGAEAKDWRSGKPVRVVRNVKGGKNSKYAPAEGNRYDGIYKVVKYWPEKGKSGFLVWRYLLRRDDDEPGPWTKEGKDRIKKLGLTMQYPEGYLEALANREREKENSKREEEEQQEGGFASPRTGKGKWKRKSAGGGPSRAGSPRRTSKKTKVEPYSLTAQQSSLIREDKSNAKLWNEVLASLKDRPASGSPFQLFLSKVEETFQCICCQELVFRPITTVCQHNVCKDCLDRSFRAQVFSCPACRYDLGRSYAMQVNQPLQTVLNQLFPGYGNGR
PG9 binder: small molecules binding HIV-1 gp120 antibody PG9. TR-FRET gp120-PG9 antibody binding. AID 624416. inhibition, % at 6.7 µM. actives 0.43% (n = 360,000); in the data active means inhibition above about 8.5%
DDE Tn7 FP inh: DD(E)-Tn7 binding inhibition, primary FP screen. P02675. FP displacement of FITC-Tn7 peptide from fibrin DD(E); 0% = median of compound wells per plate. inhibition, % at 8.3 µM. actives 0.13% (n = 370,000). AID 720508;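 active means inhibition above the mean of compounds falling within the control limits plus 3 SD of them, cut at about 14% in these data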;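 further: 0% = plate median of compound wells and 100% = 10 µM Aha-Tn7 peptide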
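Assay system: Human clot-derived fibrin DD(E) complex | Buffer or medium: Tris/NaCl/CaCl2 buffer, pH 7.8 | Repeats: One replicate per compound | Benchmarks: Aha-Tn7 high control | Measure: % inhibition scaled between sample-field median and high-control FP | Schedule: 10 min plus 3 h, room temperature | Signal: Fluorescence polarization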
TCR-CD3 inh: inhibitors of human TCR-CD3 interaction | inhibition, % at 9.4 µM | actives 0.37% (n = 360,000) | TAMRA-labeled TCR probe fluorescence, biochemical | AID 651800; in the data active means inhibition above about 19%;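 further: recombinant mutant TCR 2C K166C tagged with TAMRA read by polarization; 0% = receptor in buffer alone and 100% = receptor with positive control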
mABHD4 FP: inhibitors of mouse ABHD4; inhibition, % at 8.92 µM; actives 0.54% (n = 370,000); Q8VD66; purified mABHD4, FP-Rh probe fluorescence polarization;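 active means inhibition exceeding the mean over every tested compound plus 3 SD, cut at about 30% in these data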;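 further: 0% = plate median of compound wells and 100% = S159A mutant with DMSO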
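Assay system: Wild-type mouse ABHD4 protein | Medium: HEPES pH 7.0 buffer, 150 mM NaCl, 0.01% Pluronic F-127 | Incubation: Enzyme–compound pre-incubation 45 min, then probe 60 min, both 25 °C | Technique: Fluorescence polarization with parallel and perpendicular emission, 525/598 nm | Evaluation: % inhibition of FP-Rh probe binding versus controls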
LEDGF integ inh: blocks HIV-1 LEDGF/p75-dependent DNA integration | AID 743269 | TR-FRET IN-LEDGF/p75 DNA integration, Eu/Cy5 | inhibition, % at 3.7 µM | actives 0.64% (n = 370,000);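 active means inhibition above the screen-wide mean plus 3 SD, cut at about 13% in these data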;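 further: signal is the Cy5 over europium emission ratio at 671 and 618 nm; 0% = plate median of compound wells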
PRMT1 FP inh: inhibitors of human PRMT1; Q99873; AID 652257; actives 1.3% (n = 370,000); recombinant PRMT1, activity-based probe fluorescence polarization; inhibition, % at 2.79 µM;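 active means inhibition above about 21% made by adding two undisclosed values, limit read from the data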
TDP2 absorb: blocks human TDP2 phosphodiesterase activity | O95551 | actives 0.34% (n = 370,000) | recombinant TDP2, T5PNP hydrolysis, p-nitrophenol absorbance 415 nm | AID 720702 | inhibition, % at 12.8 µM;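 active means inhibition above the mean of all tested compounds plus 3 SD, set per campaign, cut at about 25% in these data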;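 further: 0% = DMSO with enzyme and 100% = buffer with substrate but no TDP2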
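Test system: Human TDP2 enzyme | Reagent: 5 mM T5PNP | Compound dosing: 12.8 µM single point, 1% DMSO | Incubation: Enzyme reaction with compound for 2 h at 37 °C | Technique: p-Nitrophenol epi absorbance | Read-out: % inhibition relative to enzyme-containing and enzyme-free wells | Benchmarks: High control without enzyme, low control DMSO plus TDP2 | Replicates: Singlicate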
HTRA1 inhibitor: HTRA1 (human) protease inhibition; inhibition, % at 5.96 µM; AID 504803; recombinant HTRA1, FP-rhodamine activity-based probe, fluorescence polarization; actives 0.5% (n = 340,000); in the data active means inhibition above about 36%;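 further: 0% = enzyme with DMSO and 100% = wells lacking enzyme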
SIAE inh: blocks human sialic acid acetylesterase; inhibition, % at 9.66 µM; SIAE FP-Rh probe binding, fluorescence polarization; actives 0.69% (n = 370,000); AID 1053197; Q9HAT2;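 active means inhibition above a cutoff: mean of compounds within the control limits plus 3 SD of those, cut at about 17% in these data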;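 further: 0% = plate median of compound wells and 100% = probe without SIAE protein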
The depositor's hits bear a star; / = no result given.

Below each SMILES – UHRF1 binding	PG9 binder	DDE Tn7 FP inh	TCR-CD3 inh	mABHD4 FP	LEDGF integ inh	PRMT1 FP inh	TDP2 absorb	HTRA1 inhibitor	SIAE inh
CC(C)(C)n1nnnc1C(c1ccc2ncccc2c1)N1CCSCC1 (stereo not given)
 : 17	-0.4	5	0	1	-4	1	-5	2	4
COc1ccccc1N1CC(C(=O)NC2CCCCCC2)CC1=O (stereo not given)
 : 1	-2.9	-3	-1	-5	5	-3	-11	5	0
C=CC1CN(CC(=O)OC)S(=O)(=O)c2ccccc21 (stereo not given)
 : 0	0.7	3	3	6	1	-1	4	-3	1
Cn1c(CN2CCCC2)nc2cc(NC(=O)c3ccc(Cl)cc3)ccc21
 : 0	1.2	0	9	1	5	-4	-5	-3	-6
O=C(NCC(=O)N1CCN(C(c2ccccc2)c2ccccc2)CC1)c1ccccc1Br
 : 2	-2.2	2	-1	17	2	-3	-19	-7	0
Cc1ccc([N+](=O)[O-])cc1NCC(=O)NN
 : -4	1.1	1	6	-2	-3	2	1	-14	-3
Cc1ccc(S(=O)(=O)N2CCC3(CC2)OCCN3S(=O)(=O)c2c(C)cc(C)cc2C)cc1
 : 2	-1.5	-3	5	0	0	-5	-3	6	-4
COCCc1nn2c(=O)cc(COC(=O)c3cc(OC)c(OC)c(OC)c3)nc2s1
 : 0	-0.7	5	7	3	2	-1	1	-2	0
COc1ccccc1Nc1nnc(SCC(=O)NC2CCCC2)s1
 : -1	-3.1	-2	2	2	2	-1	-7	-10	5
O=C(N[C@@H](Cc1ccccc1)C(=O)O)c1ccc(C(F)(F)F)cc1
 : 6	-1.6	-4	-3	2	-2	1	-11	-7	4
O=C(NCc1ccccc1)c1onc(CSc2ccc(F)c(F)c2)c1C(=O)NCc1ccccc1
 : -1	0.0	-3	8	-43	4	-1	8	0	-46
COc1ccc(N2CCN(C(=O)CSc3nc4[nH]ncc4c(=O)n3-c3ccc(Br)cc3)CC2)cc1
 : -4	-0.4	5	-2	2	0	0	12	4	7
COc1ccccc1CNC(=O)C1CCC(CNc2c(N3CCOCC3)c(=O)c2=O)CC1 (stereo not given)
 : 0	3.6	-5	-5	3	1	4	1	1	-1
CC1CN(S(=O)(=O)c2cccc(C(=O)Nc3ccc4c(c3)CCC4)c2)CC(C)O1 (stereo not given)
 : 0	-0.7	4	1	-4	-2	-2	9	-27	-4
CCOc1ccc(C(C)(C)C)cc1S(=O)(=O)Nc1ccncc1
 : 1	-2.1	-3	-4	0	2	-3	8	12	9
CC1(C)NC(=O)N(CC(O)COc2ccccc2C(=O)N2CCCCC2)C1=O (stereo not given)
 : -1	-0.9	1	-4	-4	0	1	-5	5	-2
Cc1nonc1CN(C)C(=O)CC1C(=O)NCCN1Cc1cccc(C(F)(F)F)c1 (stereo not given)
 : 0	0.4	0	4	-1	-2	2	3	6	9
CCc1cc(=O)oc2cc(OCC(=O)NCCCN3CCCC3=O)ccc12
 : 2	-0.4	-1	-5	-4	-4	3	6	6	2
COc1cc2c(cc1NC(=O)Nc1cccc(C)c1)oc1ccccc12
 : 2	-0.5	4	-7	-2	0	2	-8	2	9
Cc1cccc(C(=O)Nc2nnc(Cc3c[nH]c4ccccc34)s2)c1
 : -5	-0.5	3	3	-5	1	2	8	-36	6
CCc1nc2c(OCc3ccc(F)c(F)c3)cccn2c1N(C)C(=O)c1ccc(C)cc1
 : -5	-1.1	-3	-1	-10	8	0	-18	/	12
CCc1cccc(OCCCn2ccnc2)c1
 : 0	-1.0	-4	5	10	3	-1	3	-1	7
CN1C2CCC1/C(=C/c1cccn1C)C(=O)/C2=C\c1cccn1C
 : -7	-5.2	4	-11	1	14*	10	10	-46	-19
Cc1noc(C)c1CSc1nc2ccccc2n1CCc1ccccc1
 : 4	-0.5	-5	-7	-12	4	16	-11	-8	4
CC(O)/C=C/c1ccc2ccccc2n1 (stereo not given)
 : -1	-2.2	-8	9	1	-1	2	0	7	2
COc1cc(NC(=O)CCn2c(=O)oc3ccccc32)cc(OC)c1OC
 : 2	-1.7	4	0	-1	5	-6	-4	4	-2
O=C(NCC1COCCO1)c1ccc2nc(Cc3cccc(Cl)c3)oc2c1 (stereo not given)
 : -1	-3.5	6	1	0	-2	-5	-14	1	3
O=S(=O)(NCCc1ccccn1)c1cccs1
 : 1	1.2	-5	4	1	3	0	0	5	1
CN(C)c1ccc(/C=N/NC(=O)COc2ccccc2)cc1
 : 2	-3.7	-8	-2	3	2	0	-20	4	0
O=C(CCc1ccccc1Cl)Nc1ccc(S(=O)(=O)N2CCOCC2)cc1
 : 5	2.5	-2	-8	-13	2	5	-13	-9	0
O=C(Oc1ccc(F)cc1C(=O)/C=C/c1cccs1)c1cccc([N+](=O)[O-])c1
 : 20	0.0	1	1	-5	-3	-1	-10	-20	2
COc1ccc(-c2nnc(SCC(=O)Nc3ccc(Oc4ccccc4)cc3)n2Cc2ccco2)cc1
 : 0	/	-5	/	-23	4	9	-6	/	0
CCOC(=O)c1ccccc1NC(=O)c1ccc(Cl)c(S(=O)(=O)N2CCOCC2)c1
 : -1	0.8	4	-2	2	1	-4	14	-1	6
CCOC(=O)c1c(C)c(C(=O)NC(C)COC)c(C)n1C (stereo not given)
 : -1	-2.2	6	1	-3	3	-2	-8	-1	3
Cc1ccc2c(c1)N(C(=O)CCC(=O)NCC(C)c1ccccc1)CC(C)O2 (stereo not given)
 : 1	-2.5	-3	-5	-6	-2	1	2	5	0
CCOC(=O)C1(Cc2cccc(OC)c2)CCN(Cc2cnc(SC)nc2)CC1
 : 1	-2.7	8	7	2	-2	1	10	/	1
CCOC(=O)c1c(NC(=O)CNC2CCCCC2)sc(C)c1C
 : 0	-2.8	6	-2	2	5	-3	-14	-15	1
CC(C)[C@H](NC(=O)c1ccco1)C(=O)OCC(=O)c1ccc(Br)s1
 : -3	6.5	7	2	-3	0	9	-10	-4	-6
COc1ccccc1CNCC(O)(c1ccc(Cl)cc1)c1ccc(Cl)cc1
 : 0	-1.0	4	11	9	0	-4	-5	-21	-8
CCCCOC(=O)C(C)Oc1ccc(=O)n(-c2ccccc2)n1 (stereo not given)
 : 0	-1.3	-4	8	-1	-1	-3	6	-6	-2
CCC1(c2ccccc2)C(=O)N=C(N)N(C#N)C1=O (stereo not given)
 : 1	-0.6	-3	0	0	4	-4	-3	-3	5
CCCN1C(=O)COc2ccc(C(=O)c3ccccc3C(=O)O)cc21
 : 1	-0.5	-3	4	1	5	-4	5	-3	2
CCN([C@H](CO)C(C)C)S(=O)(=O)c1ccccc1Br
 : -1	-0.7	-3	8	-5	-2	0	2	3	-10
O=S(=O)(c1c(Cl)sc(Cl)c1Br)N1CCCC1
 : -1	-1.8	-3	-2	-6	1	-9	-8	-9	1
Cc1nn(C(C)C(=O)NCCCc2ccccc2)c(=O)c2nn(-c3ccccc3)c(C)c12 (stereo not given)
 : -1	-1.5	6	7	-5	0	-2	-5	-5	1
O=C1CC(c2ccc(Cl)cc2)CC(=O)C1CS(=O)(=O)c1ccccc1 (stereo not given)
 : -3	-2.8	2	9	-2	0	20	1	-10	11
CCn1c(SCC(=O)Nc2cc(OC)ccc2OC)nnc1C1CCCCC1
 : 0	1.9	-9	6	2	1	1	3	-3	-4
COC(=O)Cc1c(C)nc2nc(NCc3ccc(Cl)cc3)[nH]n2c1=O
 : 0	1.7	-6	-10	6	-3	4	-4	-1	0
CC(=O)C(C)Sc1nnc(-c2ccccc2F)n1C1CC1 (stereo not given)
 : 6	-2.7	3	7	6	-1	1	-16	3	-8
CCc1ccccc1NC(=O)CSc1nc(C)c(C)o1
 : 0	-3.3	-1	3	-9	5	0	-6	7	-9
CCc1cc2c(=O)n(Cc3ccco3)c(SCC(=O)NC3CCS(=O)(=O)C3)nc2s1 (stereo not given)
 : -1	-1.6	-8	5	2	-2	2	6	-1	1
Cc1ccc(CN2CCN(CC(=O)NC(C)c3ccc4c(c3)OCCO4)C2=O)cc1 (stereo not given)
 : 10	1.4	-3	-3	-7	0	8	-11	5	-5
CCc1ccccc1-n1c(SCC(=O)NC)nnc1-c1ccco1
 : 1	1.5	-3	16	1	-2	-2	4	0	-3
O=C(NCCN1CCOCC1)c1ccc(Cl)cc1O
 : 0	-0.5	0	-3	6	0	-1	14	8	2
NCCCCc1ccc2ccc3cccc4ccc1c2c34
 : -2	-2.6	5	-7	13	-6	-1	7	6	-5
COc1cccc(/C(O)=C2/C(=O)C(=O)N(CCN(C)C)C2c2ccccn2)c1 (stereo not given)
 : 3	-0.2	-2	-5	5	0	4	9	2	0
Nc1ncnc(Nc2ccc(F)c(Cl)c2)n1
 : 3	-1.0	1	-12	-8	3	-1	-13	-5	3
COc1cccc(-n2nc(C(C)=O)c(=O)[nH]c2=O)c1
 : 2	2.7	5	-5	-4	-6	1	-1	3	-2
C=CCn1c(SCC(=O)N(CCC)C2CCS(=O)(=O)C2)nnc1-c1ccccc1OC (stereo not given)
 : -2	0.2	-3	3	7	3	-2	1	0	3
COc1ccc(S(=O)(=O)Nc2ccc(C(F)(F)F)cc2)cc1OC
 : 0	0.9	0	4	-5	2	1	8	1	-10
Cc1cccc(C)c1-n1nnnc1C1(C)CCC(=O)N1Cc1ccco1 (stereo not given)
 : -1	0.0	-1	-3	8	2	3	9	/	2
COc1cccc(NC(=O)C2CCCN2C(=O)Nc2ccccc2F)c1 (stereo not given)
 : 6	-0.8	-2	1	-3	0	-3	7	-2	1
CCOC(=O)C1CCN(C(=O)c2sc3nc(-c4ccc(F)cc4)cn3c2C)CC1
 : 4	-1.7	-5	-1	-7	-1	3	-13	-7	-2

Single records, as listed above. Screens in order: UHRF1 binding	PG9 binder	DDE Tn7 FP inh	TCR-CD3 inh	mABHD4 FP	LEDGF integ inh	PRMT1 FP inh	TDP2 absorb	HTRA1 inhibitor	SIAE inh
Record of O=C(NCc1ccccc1)c1onc(CSc2ccc(F)c(F)c2)c1C(=O)NCc1ccccc1 : -1	0.0	-3	8	-43	4	-1	8	0	-46
Record of Cc1ccc(CN2CCN(CC(=O)NC(C)c3ccc4c(c3)OCCO4)C2=O)cc1 (stereo not given) : 10	1.4	-3	-3	-7	0	8	-11	5	-5
Record of CN1C2CCC1/C(=C/c1cccn1C)C(=O)/C2=C\c1cccn1C : -7	-5.2	4	-11	1	14*	10	10	-46	-19
Record of CCN([C@H](CO)C(C)C)S(=O)(=O)c1ccccc1Br : -1	-0.7	-3	8	-5	-2	0	2	3	-10
